# SUMO1 PPI mod: modulators of SUMO1 protein-protein interactions, primary screen, biochemical, uHTS; actives 0.33% (n = 360,000); Small ubiquitin-related modifier 1 (Homo sapiens), P63165; AID 602429, 2012; inhibition, % at 20 µM; SUMO1 binding to a labelled peptide, TR-FRET, 1 h; in the data active = inhibition above about 37%
# LMPTP block: LMPTP phosphatase inhibitors, primary screen, biochemical, fluorescence intensity, uHTS. actives 0.22% (n = 360,000). inhibition, % at 20 µM. recombinant LMPTP-A, OMFP fluorogenic substrate;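 active = compounds that cut the enzyme signal by at least half of the control window in the single-dose screen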;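 also: plate controls were DMSO wells with enzyme plus substrate for no effect and substrate without enzyme for full effect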
#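 Test system: LMPTP-A phosphatase enzyme; input: 0.625 nM LMPTP-A final; reagent: OMFP substrate, 400 µM final; compound dosing: 20 µM single dose, 3% DMSO; incubation: 50 min dark incubation at room temperature; measured by: endpoint fluorescence intensity from OMFP dephosphorylation; measure: % inhibition relative to no-enzyme and uninhibited control wells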
# NadD block: inhibitors of S. aureus NadD, primary screen, biochemical, colorimetric, uHTS; Nicotinate-nucleotide adenylyltransferase NadD (Staphylococcus aureus N315); purified NadD enzyme, colorimetric absorbance read-out; inhibition, % at 20 µM; actives 0.78% (n = 360,000); AID 602399, 2012; in the data active = inhibition above about 26%; also: some compounds past the cut are filed as inactive
# Scp-1 inhibitor: Scp-1 phosphatase inhibitors, primary screen, biochemical, colorimetric, uHTS; Carboxy-terminal domain RNA polymerase II polypeptide A small phosphatase 1 (Homo …; Recombinant Scp1, phosphopeptide, malachite green phosphate absorbance; inhibition, % at 20 µM; actives 0.88% (n = 340,000); AID 493091, 2011;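 active = inhibition above about 50% at 20 µM, limit read from the data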;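 also: plate controls were DMSO wells with enzyme for no effect and wells lacking enzyme for full effect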
#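 assay system = SCP-1 phosphatase catalytic domain, residues 76-261 | buffer or medium = 50 mM Tris acetate pH 5.5, 0.005% Tween-20, 10 mM MgCl2 | incubation = enzyme reaction 45 min at room temperature, colour 5 min, stabilisation 30 min | signal = Phosphate-binding colour reagent, absorbance read at 630 nm | measure = % inhibition at 20 µM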
# CSN inh: inhibitors of CSN-mediated cullin deneddylation, primary screen, biochemical, fluorescence polarization, uHTS; COP9 signalosome complex subunit 5 (Homo sapiens), Q92905; Purified CSN, SCF-Nedd8-OG deneddylation; inhibition, % at 12.5 µM; actives 0.38% (n = 360,000);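 active = pattern-corrected inhibition above about 35%, with an unprinted fluorescence ratio check between 0.5 and 1.5, limit read from the data, passing the limit was not always enough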;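 also: 0% = enzyme with substrate and 100% = substrate without enzyme; some results filed as inactive read as strong as hits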
#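 Assay system: Purified human Csn5 enzyme expressed in HEK293T cells | Amount: Enzyme 0.24 nM | Measured by: Fluorescence polarization readout | Medium: Tris/NaCl/DTT buffer, pH 7.5 | Compound dosing: One concentration, 12.5 µM, 0.25% DMSO | Times: 90 min incubation of compound, enzyme and substrate at room temperature | Control set: no-enzyme wells high, enzyme-with-substrate wells low | Read-out: % inhibition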
# Rpn11 block: Rpn11 (PSMD14) deubiquitinase inhibitors, primary screen, biochemical, fluorescence polarization, uHTS. human 26S proteasome, Ub4-pepOG fluorescence polarization; 20S core pre-blocked with epoxomicin. calls only at 20 µM. actives 0.59% (n = 360,000). AID 588493, 2011;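 active = inhibition at 20 µM, scaled to each plate's controls, above about 33%, limit read from the data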
# Neddylation inh: inhibitors of cullin neddylation, primary screen, biochemical, TR-FRET, uHTS, NAE and Ubc12; NEDD8-conjugating enzyme Ubc12 (Homo sapiens) + NEDD8-activating enzyme E1 regulatory …; actives 0.58% (n = 360,000); calls only at 25 µM; in the data active = inhibition above about 36%
# Rin1 Abl inh: inhibitors of Rin1-Abl protein binding, primary screen, biochemical, TR-FRET; Tyrosine-protein kinase ABL1 (Homo sapiens) + Ras and Rab interactor 1 (Homo sapiens), …; actives 0.4% (n = 360,000); AID 588664, 2011; inhibition, % at 7.35 µM; in the data active = inhibition above about 5%, passing the limit was not always enough
# STEP block: STEP phosphatase inhibitors, primary screen, biochemical, fluorescence intensity, uHTS; Tyrosine-protein phosphatase non-receptor type 5 (Homo sapiens), P54829; recombinant STEP, OMFP fluorogenic substrate; inhibition, % at 20 µM; actives 0.25% (n = 360,000);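 active = inhibition at 20 µM, scaled per plate between control wells, above about 37%, limit read from the data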;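 also: 0% = DMSO with enzyme and substrate and 100% = substrate only without enzyme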
#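 Material: STEP (striatal-enriched tyrosine phosphatase) enzyme, cell-free; Compound dosing: 20 µM single dose in 1% DMSO; Technique: fluorescence read at 480 nm ex / 540 nm em; Times: reaction 20 min, ambient temperature; Medium: 50 mM Bis-Tris pH 6.0 with 2.5 mM DTT and 0.005% Tween 20; Also added: OMFP at 25 µM.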
# DNMT1 inh: human DNMT1 methyltransferase inhibitors, primary screen, biochemical, molecular beacon, fluorescence, HinP1I cleavage, uHTS; DNA (cytosine-5)-methyltransferase 1 (Homo sapiens), P26358; inhibition (reported as % activation of signal), % at 10 µM; actives 0.83% (n = 360,000); in the data active = inhibition above about 50%
# * hit, by the source's call; i = inactive; / = no result given.
SMILES,SUMO1 PPI mod,LMPTP block,NadD block,Scp-1 inhibitor,CSN inh,Rpn11 block,Neddylation inh,Rin1 Abl inh,STEP block,DNMT1 inh
O=C(NCc1ccco1)c1c(O)c2cccc3c2n(c1=O)CCC3,5,-1.6,0,-3,-5,i,i,-4,6,10
CCCCc1cc(O)c(CCCC)c(O)c1,-2,1.4,-5,-10,-8,i,i,-1,1,-5
Cc1ccc(S(=O)(=O)N(CC(=O)Nc2ccc(C(N)=O)cc2)C(=O)N2CCN(C)CC2)cc1,-1,-1.2,2,-5,0,i,i,1,-1,-2
COCCNC(=O)C1(C)CCCN(Cc2noc(-c3ccccc3OC)n2)C1 (configuration not stated),-1,-1.2,5,/,2,i,i,-2,-2,4
C=CC[C@H](CC(=O)N(CCO)Cc1ccccc1)C(=O)NC[C@@H](OC(=O)[C@@H](CC=C)Cc1ccc(F)cc1)c1ccccc1,2,3.2,-7,-2,0,i,i,3,0,-10
CCc1cc[n+](C2=C([O-])c3ccccc3C(=O)/C2=N\S(=O)(=O)c2cccs2)cc1,34,8.6,10,1,-2,i,i,-4,0,12
CSc1ccc(CN2CCC(C)(Oc3cnc(Cl)c4ccccc34)C2)cc1 (configuration not stated),-4,-0.3,1,/,-1,i,i,-3,0,-9
O=C(CSc1ccc(-c2cccnc2)nn1)N1CCCC1,2,-1.5,-6,-17,-2,i,i,-3,-2,1
CCCNC(=O)c1csc(Nc2cccc3ccccc23)n1,-9,-0.2,0,-4,-1,i,i,-2,0,-9
C/C(CC(=O)Nc1ccc(Cl)cc1)=N\NC(=O)C(=O)N1CCCCC1,3,-1.5,-4,-5,-7,i,i,-1,-2,-7
Cc1ccc2cc3c(N)c(C(=O)Nc4c(C)[nH]c(=O)[nH]c4=O)sc3nc2c1,-20,0.2,11,2,5,i,i,-10,-3,2
Cc1ccccc1-c1nc2ccccc2c(=O)n1/N=C/c1ccc([N+](=O)[O-])cc1,-3,-0.1,-4,7,-1,i,i,1,2,0
CC12CCC(=O)N1C(C(=O)N1CCN(S(=O)(=O)c3ccc(F)c(F)c3)CC1)CS2 (configuration not stated),0,-1.9,-3,-7,3,i,i,4,1,4
COc1ccccc1NC(=O)c1nnn(CC(=O)Nc2ccccc2)c1N,0,-0.6,-4,-2,-3,i,i,2,-1,-5
COc1ccc(N=Cc2c(O)cc(C)oc2=O)cc1,-14,0.8,-1,-5,-4,i,i,-2,-5,2
CCOc1ccc(NS(=O)(=O)c2ccc(C(=O)NC3CCC(O)CC3)cc2)cc1 (configuration not stated),-2,-0.5,1,-4,-3,i,i,2,0,3
CC(C)OC(=O)CCC(=O)Nc1nc2ccccc2s1,-3,0.6,2,-1,2,i,i,2,3,-1
Cn1c(CNC(=O)c2ccc3c(c2)OCO3)nnc1SCC(=O)Nc1ccccc1Cl,-3,-1.6,1,-5,4,i,i,1,-2,0
O=C(CSc1nnc(-c2ccc([N+](=O)[O-])cc2)o1)Nc1ccccn1,-20,0.7,-7,-7,-10,i,i,6,1,-6
O=C(N/C(=C/c1ccco1)C(=O)N1CCOCC1)c1ccc([N+](=O)[O-])cc1,-34,0.3,3,7,-1,i,i,1,1,-1

# Reprinted at random: five entries already listed, in no set order.
SMILES,SUMO1 PPI mod,LMPTP block,NadD block,Scp-1 inhibitor,CSN inh,Rpn11 block,Neddylation inh,Rin1 Abl inh,STEP block,DNMT1 inh
CCCNC(=O)c1csc(Nc2cccc3ccccc23)n1,-9,-0.2,0,-4,-1,i,i,-2,0,-9
O=C(NCc1ccco1)c1c(O)c2cccc3c2n(c1=O)CCC3,5,-1.6,0,-3,-5,i,i,-4,6,10
CCc1cc[n+](C2=C([O-])c3ccccc3C(=O)/C2=N\S(=O)(=O)c2cccs2)cc1,34,8.6,10,1,-2,i,i,-4,0,12
Cc1ccccc1-c1nc2ccccc2c(=O)n1/N=C/c1ccc([N+](=O)[O-])cc1,-3,-0.1,-4,7,-1,i,i,1,2,0
O=C(CSc1ccc(-c2cccnc2)nn1)N1CCCC1,2,-1.5,-6,-17,-2,i,i,-3,-2,1

# The list continues:
SMILES,SUMO1 PPI mod,LMPTP block,NadD block,Scp-1 inhibitor,CSN inh,Rpn11 block,Neddylation inh,Rin1 Abl inh,STEP block,DNMT1 inh
CC(=O)Nc1cccc(C(=O)N2CCN(Cc3ccccc3)CC2)c1,-3,0.0,-2,5,-2,i,i,8,-2,3
COc1cccc(CNC(=S)Nc2cc(C)ccc2C)c1,1,-0.5,1,-1,-5,i,i,-1,-3,3
Cc1cccc(C(=O)Nc2ccc3c(c2)nc(C)n3C)c1,4,-1.4,-7,-9,7,i,i,-1,-3,3
CC(C)(C)c1nnc(NS(=O)(=O)c2ccc([N+](=O)[O-])cc2)s1,-21,-0.4,-1,-1,-2,i,i,1,2,-2
NC(=O)COC(=O)CC1CC2CCC1C2 (configuration not stated),2,-0.8,8,-3,-16,i,i,-5,0,1
O=C(Cc1ccccc1)NC(NNc1ccccc1)(C(F)(F)F)C(F)(F)F,-1,0.9,-4,-5,0,i,i,2,5,-3
CC(=O)c1ccc(S(=O)(=O)NCCC(=O)OC(C)C(=O)Nc2ccc(F)cc2)cc1 (configuration not stated),-1,-0.7,0,-7,1,i,i,0,-4,6
O=C(c1cccc([N+](=O)[O-])c1)N1CCN(c2n[nH]c(=O)[nH]c2=O)CC1,-21,-0.5,-6,-2,4,i,i,0,1,0
O=C(NC1CCCCC1)C1CC(=O)N(c2cccc([N+](=O)[O-])c2)C1 (configuration not stated),-11,0.1,13,3,-18,i,i,3,0,0
COc1ccc(CC(=O)NCC(=O)N/N=C/c2sccc2C)cc1,-13,0.4,0,1,0,i,i,3,1,-15
O=Cc1ccccc1OCCN1CCCC1=O,-4,-0.5,1,5,-6,i,i,1,-1,-1
Cc1ccc2c(c1)/C(=C/c1ccccc1)C(=O)N2,-10,1.3,-5,-5,5,i,i,-3,-1,0
CC(C)CN(C(=O)CSc1n[nH]c(-c2cccs2)n1)C1CCS(=O)(=O)C1 (configuration not stated),5,2.7,-8,3,-4,i,i,-3,16,3
O=C(CN1CCCCC1)N/N=C/c1ccccc1Br,-2,-3.4,-3,-5,2,i,i,-1,-2,-1
OCc1nnc2c3ccccc3c(-c3ccccc3)nn12,1,-2.6,1,-2,0,i,i,3,-1,1
CC(=O)Nc1ccc(C(=O)/C=C/c2ccc[nH]2)cc1,-29,0.9,-2,-4,11,i,i,-3,-2,-1
O=C(NCC(c1ccco1)N1CCCC1)c1cc2ccccc2s1 (configuration not stated),1,0.4,-4,-5,2,i,i,2,-1,-9
O=C(Nc1cccc(C(=O)O)c1)/C(=C\c1ccc2c(c1)OCO2)NC(=O)c1ccc(Br)o1,0,-0.1,1,3,-2,i,i,2,1,3
Nc1[nH]n2c(=O)c3c(nc2c1N=Nc1ccc(Cl)cc1)CCCC3,-13,6.3,32*,32,2,i,i,-1,2,-14
Nc1ncc(Br)cc1S(=O)(=O)NCCC(=O)NCc1ccc(F)cc1,-2,0.6,-4,-6,-1,i,i,2,3,-1

# Single entries from the results shown.
# Reading of CC(=O)Nc1ccc(C(=O)/C=C/c2ccc[nH]2)cc1 under NadD block: -2
# Reading of Cc1cccc(C(=O)Nc2ccc3c(c2)nc(C)n3C)c1 under SUMO1 PPI mod: 4

# More structures follow:
SMILES,SUMO1 PPI mod,LMPTP block,NadD block,Scp-1 inhibitor,CSN inh,Rpn11 block,Neddylation inh,Rin1 Abl inh,STEP block,DNMT1 inh
CC1(C)OC(=O)C2=C(C[C@@H](C3CCCCC3)O[C@H]2c2ccc(Cl)cc2)O1,1,1.7,-7,/,4,i,i,7,4,1
COc1ccc(NC(=S)NCCc2ccc(S(N)(=O)=O)cc2)c(OC)c1,-3,-0.7,-3,-3,2,i,i,1,7,0
CC(=O)N1CC2(CC(c3ccccc3F)=NO2)CN1c1ccc(Cl)cc1 (configuration not stated),3,-0.9,1,/,4,i,i,-2,0,-2
COC(=O)c1cn(NC(=O)c2cc([N+](=O)[O-])ccc2F)c(=O)c2ccccc12,-3,0.4,-2,-2,-1,i,i,1,-1,1
CN(C)c1ccc(C(=O)OCC(=O)NCC2CCCO2)cc1 (configuration not stated),-1,-1.0,1,-7,-3,i,i,-4,5,3
COc1ccc(C(CCN2CCCC(C)C2)c2c(OC)cc(OC)c3c(-c4ccccc4)cc(=O)oc23)cc1 (configuration not stated),-44,3.9,19,6,4,i,i,-2,1,-6
CCN(CC)c1ccc(NC(=O)/C=C/c2cc(Br)ccc2OC)cc1,-6,4.4,7,6,0,i,i,-4,2,-5
C#CCOC(=O)CCCC(=O)Nc1ccccc1OC,0,-2.1,9,-1,3,i,i,-1,2,0
CCOc1ccc(S(=O)(=O)N2CCCCC2)cc1NC(=O)CC1OC(=O)c2ccccc21 (configuration not stated),1,0.2,0,-7,-4,i,i,0,4,-2
Cc1cc(NC(=O)CN(C)CCOc2ccccc2)ccc1Br,5,1.0,0,-6,1,i,i,2,-2,1
COc1cccc(C(Nc2ccccc2)c2ccc3ccc(C)nc3c2O)c1 (configuration not stated),-6,6.9,/,/,6,/,i,/,/,/
Cc1ccc(-c2nc3ncccc3o2)cc1NC(=S)NC(=O)c1ccco1,37,-0.9,2,-6,-5,i,i,4,5,-2
CCOc1ccc(C(C(=O)NC2CCCCC2)N(C(=O)c2ccco2)c2ccc(-n3cnnn3)c(C)c2)cc1 (configuration not stated),7,-1.3,1,4,16,i,i,0,-2,-4
O=C(Nc1ccc2c(c1)OCO2)N1CCN(c2ncccn2)CC1,-1,-1.2,5,-2,5,i,i,4,-1,-6
Cc1ccc(C(=O)CC(C(=O)O)P(=O)(c2ccccc2)c2ccccc2)cc1 (configuration not stated),1,-0.8,7,-1,12,i,i,2,-2,-1
Cc1cc(C(=O)Nc2ccccc2N2CCOCC2)c(C)o1,0,-2.8,3,-7,-2,i,i,-5,-4,4
Cc1ccc(NC(=O)CCOc2ccccc2C)cc1C,2,1.1,-4,-8,0,i,i,1,1,-5

# Screening data: PubChem, several laboratories
